STK33 kin inh – blocks human STK33 kinase activity. AID 2322. inhibition, % at 12.5 µM. Q9BYT3. 27,000 tested, 0.44% active. ADP-Glo luminescence, MBP substrate; in the data active means inhibition above about 20%
Target sequence (Q9BYT3 whole entry, looked up): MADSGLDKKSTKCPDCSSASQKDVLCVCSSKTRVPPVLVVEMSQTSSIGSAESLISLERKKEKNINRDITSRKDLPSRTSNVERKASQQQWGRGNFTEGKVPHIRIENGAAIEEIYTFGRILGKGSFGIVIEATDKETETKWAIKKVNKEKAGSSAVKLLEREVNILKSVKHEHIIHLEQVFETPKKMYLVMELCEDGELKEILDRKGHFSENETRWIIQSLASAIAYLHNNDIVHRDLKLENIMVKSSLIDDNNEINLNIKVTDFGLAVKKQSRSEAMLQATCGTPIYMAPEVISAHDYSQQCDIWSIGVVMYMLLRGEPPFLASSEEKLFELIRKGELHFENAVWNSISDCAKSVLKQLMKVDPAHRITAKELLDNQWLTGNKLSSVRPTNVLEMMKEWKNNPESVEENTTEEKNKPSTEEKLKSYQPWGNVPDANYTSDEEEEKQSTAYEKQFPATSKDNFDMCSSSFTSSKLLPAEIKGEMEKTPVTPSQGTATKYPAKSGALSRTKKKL
p53 PUMA act – restores mutant p53 pathway signaling in SW480 cells | SW480 PUMA-promoter luciferase, p53 mutant reactivation | activation, % at 9.98 µM | 28,000 tested, 1.5% active; in the data active means activation above about 52%
An asterisk follows results filed as active; x = not tested or not shown. Not all compounds are listed, so the mix of outcomes need not match the whole.

SMILES	STK33 kin inh	p53 PUMA act
C[C@H]1CCCCO[C@@H](CN(C)C(=O)CCCN(C)C)[C@@H](C)CN([C@@H](C)CO)C(=O)c2cc(NS(=O)(=O)c3ccccc3)ccc2O1	x	6
C[C@@H]1CN([C@@H](C)CO)C(=O)CCCn2cc(nn2)CO[C@H]1CN(C)Cc1ccc(C(F)(F)F)cc1	-4	20
C[C@@H]1CN([C@H](C)CO)C(=O)c2cc(NC(=O)C3CC3)ccc2O[C@H]1CN(C)S(C)(=O)=O	0	x
CCOC(=O)C1=C(C)NC(C)=C(C(=O)OC)C1c1cccc([N+](=O)[O-])c1 (configuration not stated)	2	x
O=C(COc1ccc2ccccc2c1Br)NCc1cccnc1	-1	24
CC(=O)Nc1ccc(NC(=O)CN(c2ccc(Br)c(C)c2)S(C)(=O)=O)cc1	-3	4
COCCOC(=O)N1C(=O)[C@@]2(c3ccccc31)[C@H](C(=O)N1CCN(c3ncccn3)CC1)[C@H]1C(=O)O[C@H](c3ccccc3)[C@H](c3ccccc3)N1[C@@H]2c1ccc(OCCO)cc1	10	x
Cc1cc(C)c(NC(=O)CSc2nnc(-c3ccncc3)n2C)c([N+](=O)[O-])c1	-3	-2
C[C@@H]1CN([C@H](C)CO)C(=O)c2cc(-c3ccncc3)cnc2O[C@H]1CN(C)C(=O)Nc1ccc2c(c1)OCO2	x	8
C[C@@H]1CN([C@H](C)CO)C(=O)c2cc(NS(C)(=O)=O)ccc2O[C@H]1CN(C)C(=O)NC1CCCCC1	x	0
COc1c(O)cc2c(c1O)C(=O)OC(C)C2O (configuration not stated)	1	1
C[C@H](CO)N1C[C@H](C)[C@@H](CN(C)C)Oc2ccc(NC(=O)c3ccncc3)cc2C1=O	x	1
COc1ccc(NC(=O)Nc2ccc3c(c2)C(=O)N([C@@H](C)CO)C[C@H](C)[C@@H](CN(C)S(=O)(=O)c2cn(C)cn2)O3)cc1	x	4
Cc1ccccc1S(=O)(=O)N(C)C[C@H]1OCc2cnnn2CCCC(=O)N([C@@H](C)CO)C[C@H]1C	-2	x
C[C@H]1CN([C@@H](C)CO)C(=O)Cc2cc(NC(=O)Nc3ccc4c(c3)OCO4)ccc2O[C@H]1CN(C)C(=O)NC1CCCCC1	4	3
CC1(C)CC[C@@]2(C(=O)O[C@@H]3O[C@H](CO)[C@@H](O)[C@H](O)[C@H]3O)C(C1)C1=CCC3[C@@]4(C)CC[C@@H](O[C@@H]5O[C@H](C(=O)O)[C@@H](O[C@@H]6OC[C@@H](O)[C@H](O)[C@H]6O)[C@H](O)[C@H]5O)C(C)(C)C4CC[C@@]3(C)[C@]1(C)C[C@H]2O (some centres not stated)	-2	-6
CCOC(=O)C(C)Sc1nnc2c3ccccc3n(C)c2n1 (configuration not stated)	-1	-5
C[C@H]1CN([C@@H](C)CO)C(=O)c2cc(NC(=O)Nc3ccc4c(c3)OCO4)ccc2O[C@H]1CN(C)S(=O)(=O)c1cccs1	0	-13
C[C@@H]1CCCCO[C@H](CN(C)S(=O)(=O)c2ccc(Cl)cc2)[C@@H](C)CN([C@H](C)CO)C(=O)c2cc(NC(=O)C3CCCCC3)ccc2O1	1	x
C[C@@H]1CCCCO[C@@H](CN(C)C(=O)c2ccncc2)[C@@H](C)CN([C@@H](C)CO)C(=O)c2cc(NS(=O)(=O)c3ccccc3)ccc2O1	x	-10
O=C(COc1ccccc1[N+](=O)[O-])Nc1ccc2oc(-c3cccc(Br)c3)nc2c1	6	2
O=C(CCn1cnc2ccccc2c1=O)Nc1ccccc1Br	-1	0
C[C@@H]1CN([C@@H](C)CO)C(=O)c2cc(NC(=O)c3ccncc3)ccc2O[C@@H](C)CCCCO[C@@H]1CN(C)C	x	7
Cc1noc(C)c1NC(=O)Nc1ccc2c(c1)CC(=O)N([C@H](C)CO)C[C@H](C)[C@H](CN(C)C(=O)Nc1cccc3ccccc13)O2	-1	-2
C[C@@H]1CN([C@H](C)CO)C(=O)c2cccc(NC(=O)C3CCOCC3)c2O[C@H]1CN(C)S(=O)(=O)c1cn(C)cn1	x	2

Reformatted bar-delimited: entries from further up
compound | STK33 kin inh | p53 PUMA act
COc1ccc(NC(=O)Nc2ccc3c(c2)C(=O)N([C@@H](C)CO)C[C@H](C)[C@@H](CN(C)S(=O)(=O)c2cn(C)cn2)O3)cc1 | x | 4
Cc1ccccc1S(=O)(=O)N(C)C[C@H]1OCc2cnnn2CCCC(=O)N([C@@H](C)CO)C[C@H]1C | -2 | x

A different layout for 4 compounds above.
molecule,STK33 kin inh,p53 PUMA act
Cc1noc(C)c1NC(=O)Nc1ccc2c(c1)CC(=O)N([C@H](C)CO)C[C@H](C)[C@H](CN(C)C(=O)Nc1cccc3ccccc13)O2,-1,-2
C[C@@H]1CN([C@H](C)CO)C(=O)c2cc(-c3ccncc3)cnc2O[C@H]1CN(C)C(=O)Nc1ccc2c(c1)OCO2,x,8
O=C(CCn1cnc2ccccc2c1=O)Nc1ccccc1Br,-1,0
COCCOC(=O)N1C(=O)[C@@]2(c3ccccc31)[C@H](C(=O)N1CCN(c3ncccn3)CC1)[C@H]1C(=O)O[C@H](c3ccccc3)[C@H](c3ccccc3)N1[C@@H]2c1ccc(OCCO)cc1,10,x

Returning to the listing; the 6 compounds before the break are reprinted first.
SMILES	STK33 kin inh	p53 PUMA act
C[C@@H]1CCCCO[C@@H](CN(C)C(=O)c2ccncc2)[C@@H](C)CN([C@@H](C)CO)C(=O)c2cc(NS(=O)(=O)c3ccccc3)ccc2O1	x	-10
O=C(COc1ccccc1[N+](=O)[O-])Nc1ccc2oc(-c3cccc(Br)c3)nc2c1	6	2
O=C(CCn1cnc2ccccc2c1=O)Nc1ccccc1Br	-1	0
C[C@@H]1CN([C@@H](C)CO)C(=O)c2cc(NC(=O)c3ccncc3)ccc2O[C@@H](C)CCCCO[C@@H]1CN(C)C	x	7
Cc1noc(C)c1NC(=O)Nc1ccc2c(c1)CC(=O)N([C@H](C)CO)C[C@H](C)[C@H](CN(C)C(=O)Nc1cccc3ccccc13)O2	-1	-2
C[C@@H]1CN([C@H](C)CO)C(=O)c2cccc(NC(=O)C3CCOCC3)c2O[C@H]1CN(C)S(=O)(=O)c1cn(C)cn1	x	2
C[C@@H]1CN([C@@H](C)CO)C(=O)c2cc(NC(=O)Cc3ccccc3)ccc2O[C@H]1CN(C)Cc1ccncc1	x	19
COc1cc(NC(=O)CS(=O)(=O)c2ccc(C)cc2)cc(OC)c1OC	6	-3
O=C(Cn1cnc2ccccc2c1=O)Nc1cccc(C(=O)c2ccccc2)c1	-2	-8
C[C@H]1CN([C@@H](C)CO)C(=O)c2cc(C#CCN(C)C)cnc2O[C@H]1CN(C)C(=O)Cc1ccccc1	x	0
C[C@@H]1CCCCO[C@@H](CN(C)Cc2ccc(C(F)(F)F)cc2)[C@@H](C)CN([C@H](C)CO)C(=O)c2cc(NS(=O)(=O)c3ccc(Cl)cc3)ccc2O1	1	x
C[C@@H]1CN([C@H](C)CO)C(=O)c2cc(C#Cc3ccccn3)cnc2O[C@H]1CN(C)CC1CCCC1	x	20
C[C@@H]1CN([C@H](C)CO)C(=O)c2cc(NC(=O)Nc3cccc4ccccc34)ccc2O[C@@H](C)CCCCO[C@H]1CN(C)C	x	4
CC(C)NC(=O)N(C)C[C@H]1OCCCC[C@@H](C)Oc2ccc(NC(=O)Nc3ccc4c(c3)OCO4)cc2C(=O)N([C@@H](C)CO)C[C@H]1C	x	-16
Cc1noc(C)c1S(=O)(=O)N(C)C[C@H]1Oc2ccc(NC(=O)NC(C)C)cc2CC(=O)N([C@@H](C)CO)C[C@H]1C	-3	-1
CC(C)NC(=O)N(C)C[C@@H]1OCc2cnnn2CCCC(=O)N([C@@H](C)CO)C[C@H]1C	-2	3
O=C(CCc1nc(-c2ccc(Cl)cc2)no1)Nc1cccnc1	1	-12
CCCN(C)C[C@H]1Oc2ncc(C#CC3CC3)cc2C(=O)N([C@@H](C)CO)C[C@H]1C	x	6
CC(C)c1ccc(NN2C(=O)CC(c3ccccc3)C2=O)cc1 (configuration not stated)	-1	x
CCN(CCS(=O)(=O)c1ccccc1)S(=O)(=O)c1ccc(C)cc1	0	x
CCCC#Cc1ccc2c(c1)O[C@@H](CN(C)C(=O)c1cccnc1)[C@@H](C)CN([C@@H](C)CO)S2(=O)=O	x	-4
O=C(Nc1ccccc1C(=O)OCc1cccc(C(=O)c2ccccc2)c1)c1ccccc1	4	6
C=CCNC(=O)[C@@H]1[C@H]2C(=O)O[C@H](c3ccccc3)[C@H](c3ccccc3)N2[C@H](c2ccccc2OCCO)[C@@]12C(=O)Nc1ccc(C#CCC(C(=O)OC)C(=O)OC)cc12	14	x
O=S(=O)(NCCSc1ccccn1)c1ccc(Br)cc1	-5	2
COc1ccc(NC(=O)Nc2ccc3c(c2)CC(=O)N([C@@H](C)CO)C[C@H](C)[C@H](CN(C)C(=O)Nc2cccc4ccccc24)O3)cc1	x	11
C[C@@H]1CN([C@@H](C)CO)C(=O)Cc2cc(NS(=O)(=O)c3ccccc3)ccc2O[C@@H]1CN(C)C(=O)Nc1ccc2c(c1)OCO2	-2	5
CCOC(=O)c1c(NC(=O)CSc2nnc(C)o2)sc(C)c1C	-2	12
C[C@H]1CN([C@@H](C)CO)S(=O)(=O)c2ccc(-c3ccccc3F)cc2O[C@H]1CN(C)Cc1cncnc1	x	-10
CS(=O)(=O)N(CC(=O)Nc1ccc(Br)cc1)c1ccc2c(c1)OCCO2	-2	8
C[C@H](CO)N1C[C@H](C)[C@@H](CN(C)C(=O)c2ccccc2)Oc2ncc(C#CC3CC3)cc2C1=O	x	5
CCc1ccccc1NC(=O)C(C)n1cc([N+](=O)[O-])cn1 (configuration not stated)	-5	4
SMILES	STK33 kin inh	p53 PUMA act
Cc1noc(C)c1S(=O)(=O)N(C)C[C@H]1Oc2c(NC(=O)c3ccc(-c4nccs4)cc3)cccc2C(=O)N([C@H](C)CO)C[C@@H]1C	x	10
CCOC(=O)c1c(NC(=O)COc2ccc(F)cc2)sc2c1CCCC2	-5	-4
Cc1noc(C)c1S(=O)(=O)Nc1cccc2c1O[C@@H](CN(C)C(=O)NC1CCCCC1)[C@@H](C)CN([C@@H](C)CO)C2=O	x	5
C[C@H](CO)N1C[C@H](C)[C@@H](CN(C)S(=O)(=O)c2cccs2)Oc2c(NC(=O)c3ccc(-c4nccs4)cc3)cccc2C1=O	x	11
CNC[C@H]1OCc2cnnn2CCCC(=O)N([C@H](C)CO)C[C@@H]1C	2	x
COc1cc(NC(=O)COc2ccc(Cl)cc2)c(C(=O)O)cc1OC	15	-5
CC(NC(=O)Cc1cc(F)cc(F)c1)C(=O)NC(C(=O)OC(C)(C)C)c1ccccc1 (configuration not stated)	x	1
O=C(OC[C@H]1O[C@@H](Oc2ccc(O)cc2)[C@H](O)[C@@H](O)[C@@H]1O)c1ccc(O)cc1	1	-59
C[C@@H]1CN([C@H](C)CO)C(=O)c2cccc(N(C)C)c2O[C@H]1CN(C)S(=O)(=O)c1ccccc1	x	-4
C[C@H](CO)N1C[C@H](C)[C@@H](CN(C)C(=O)NC2CCCCC2)Oc2ccc(NC(=O)Nc3cccc4ccccc34)cc2CC1=O	x	-6
CN(C)C(=O)[C@@]1(Cc2ccccc2)N=C(c2ccc(OCCCO)cc2)O[C@H]1c1ccccc1	-2	x
O=C(COc1ccc(S(=O)(=O)N2CCOCC2)cc1)Nc1ccc(F)c(Cl)c1	0	6
C[C@@H]1CN([C@@H](C)CO)S(=O)(=O)c2ccc(-c3ccc(C(=O)N(C)C)cc3)cc2O[C@@H]1CN(C)C(=O)Cc1ccccn1	x	11
O=C(C[C@@H]1C[C@H]2c3cc(NC(=O)Nc4ccc(C(F)(F)F)cc4)ccc3O[C@H]2[C@H](CO)O1)NCCc1ccccc1	x	-76
C[C@@H]1CN([C@@H](C)CO)C(=O)c2cccc(NC(=O)C3CCOCC3)c2O[C@@H]1CN(C)Cc1ccc(C(=O)O)cc1	x	14
NC(=O)c1c(NC(=O)C2CC(=O)N(c3ccccc3)C2)sc2c1CCCC2 (configuration not stated)	0	15
CSc1nc(C)cc(OCC(=O)Nc2ccc(Cl)cc2)n1	-3	28
O=C(C[C@H]1C[C@H]2c3cc(NC(=O)NC4CCCC4)ccc3O[C@H]2[C@H](CO)O1)NCc1ccc(Oc2ccccc2)cc1	x	2
C[C@H]1CN([C@@H](C)CO)C(=O)Cc2cc(NC(=O)c3ccncc3)ccc2O[C@@H]1CN(C)Cc1ccc(C(F)(F)F)cc1	0	x
CCOC(=O)c1c(C)oc2ccc(OCC(=O)c3ccc(Br)cc3)cc12	1	3
C[C@H](CO)N1C[C@H](C)[C@@H](CN(C)C)Oc2c(NC(=O)Nc3ccc(F)cc3)cccc2C1=O	x	25
C[C@@H]1CN([C@@H](C)CO)C(=O)c2cc(NS(=O)(=O)c3cn(C)cn3)ccc2O[C@@H](C)CCCCO[C@H]1CN(C)C	x	-1
CC(=O)Nc1c(O)nc(SCC(=O)N2CCN(c3ccc(F)cc3)CC2)[nH]c1=O	-3	6
CC(Sc1nc2c(c(=O)n(C)c(=O)n2C)n1Cc1ccc(Cl)cc1Cl)C(=O)O (configuration not stated)	-3	8
CC(C)NC(=O)Nc1ccc2c(c1)CC(=O)N([C@@H](C)CO)C[C@H](C)[C@@H](CN(C)C(=O)Nc1ccc(F)cc1)O2	-1	x
Cc1cc(-c2ccccc2)nc(SCC(=O)Nc2ccc(SC(F)F)cc2)n1	1	4
C[C@H]1CN([C@@H](C)CO)C(=O)Cc2cc(NS(=O)(=O)c3cccs3)ccc2O[C@H]1CN(C)C(=O)NC1CCCCC1	-2	x
COc1ccc(S(=O)(=O)Nc2ccc3c(c2)C(=O)N([C@H](C)CO)C[C@H](C)[C@@H](CN(C)C(=O)c2ccccc2)OCCCC[C@@H](C)O3)cc1	-1	x
C[C@@H]1CCCCO[C@@H](CN(C)Cc2ccc3c(c2)OCO3)[C@@H](C)CN([C@H](C)CO)C(=O)c2cc(NC(=O)CCCN(C)C)ccc2O1	2	-2
O=C(NCCO[N+](=O)[O-])c1cccnc1	x	9

Screening data from PubChem.
